Screens from PubChem BioAssay.
SW480 rerep – induces DNA re-replication in SW480 colon adenocarcinoma cells. AID 624297. Potency, µM (top dose mostly 46.1 µM), for the others: at the highest dose re-replication activation, most hits filed as activators. hit rate 1.8% among 340,000. SW480 DNA re-replication, Hoechst DNA content imaging, 48 h; note: % of control where 0% means no effect; nearly all actives have a fitted effect of over 55% in size
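Quantitative HTS format with DMSO vehicle controls; 48 hr drug incubation at 37 C, then 40 min Hoechst staining and scanning imager measurement at 405 nm excitation.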
KB-3-1 cytotox – KB-3-1 parental cell cytotoxicity. hit rate 1.4% among 400,000. AID 1347075. Potency, µM (highest dose often 46.1 µM), for inactives: at the top dose activity change, negative = cytotoxic, hits mostly cytotoxic. KB-3-1 viability, CellTiter-Glo ATP luminescence, 72 h; note: % is set by controls: 0 for no effect and ±100 for the full control effect; nearly all actives have a fitted effect of over 60% in size
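Viability of parental KB-3-1 cells, measured by CellTiter-Glo luminescence, followed a 72 h incubation at 37 °C with pinned compounds in phenol-red-free DMEM containing 10% FBS.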
HT1080NT lethal – kills 2HG-producing HT-1080-NT fibrosarcoma cells. hit rate 1.6% among 360,000. Potency, µM (series often up to 46.1 µM), for inactives: at the highest dose activity, negative = less viability, actives largely listed as cytotoxic. HT-1080-NT fibrosarcoma viability, CellTiter-Glo ATP luminescence, 48 h;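 note: NT is the 2HG producing partner of a matched IDH1 knockdown line; 0% = DMSO-treated cells and -100% = media-only wells without cells; nearly all actives have a fitted effect of over 55% in size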
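Luminescent CellTiter-Glo readout after 48 hours of compound exposure at 37 degrees C defined viability of HT-1080-NT cells. Activity was normalized to DMSO wells and cell-free media wells; concentration-response curves were fitted and assigned curve classes.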
GLP-1R agonist – GLP-1 receptor (human) agonism | HEK293 GLP-1R CRE-luciferase, luminescence, 4-6 h; cells express a hypersensitive GLP-1R form | Potency, µM (series often up to 45.6 µM), without a hit: top-dose activation, usual class: activators | hit rate 0.007% among 380,000 | AID 624172; note: % of control where 0% means no effect
Target sequence (P43220 whole entry, looked up): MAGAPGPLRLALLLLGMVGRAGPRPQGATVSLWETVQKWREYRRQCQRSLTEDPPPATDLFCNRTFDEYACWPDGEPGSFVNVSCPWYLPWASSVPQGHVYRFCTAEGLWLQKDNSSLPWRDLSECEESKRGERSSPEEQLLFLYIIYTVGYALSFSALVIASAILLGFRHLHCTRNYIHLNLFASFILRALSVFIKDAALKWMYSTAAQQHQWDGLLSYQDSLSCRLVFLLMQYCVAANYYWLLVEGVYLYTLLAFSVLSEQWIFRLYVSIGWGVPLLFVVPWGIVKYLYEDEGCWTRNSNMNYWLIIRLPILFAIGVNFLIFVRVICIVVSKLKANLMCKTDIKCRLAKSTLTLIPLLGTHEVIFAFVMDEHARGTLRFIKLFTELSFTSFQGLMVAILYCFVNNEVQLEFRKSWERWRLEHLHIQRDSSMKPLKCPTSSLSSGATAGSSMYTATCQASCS
KB-V1 cytotox – KB-V1 MDR subline cytotoxicity. KB-V1 MDR cells viability, CellTiter-Glo, 72 h. Potency, µM (series often up to 46.1 µM), for inactives: at the highest dose activity change, negative = cytotoxicity, most hits filed as cytotoxic. hit rate 3.4% among 400,000; note: % is set by controls: 0 for no effect and ±100 for the full control effect; nearly all actives have a fitted effect of over 60% in size
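Following 72 h at 37 degrees C with compound, KB-V1 cell viability was read by CellTiter-Glo luminescence, medium being phenol-red-free DMEM plus 10% FBS; concentration-response parameters came from normalized, curve-fitted qHTS data.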
GLP-1R inv ag – inverse agonists of human GLP-1 receptor. P43220. HEK293 GLP-1R CRE-luciferase, luminescence, 24 h; GLP-1R form is constitutively active. Potency, µM (doses to about 38.3 µM), for inactives: at the highest dose activity change, negative = inhibition, most hits filed as inhibitors. hit rate 1.6% among 410,000; note: % is set by controls: 0 for no effect and ±100 for the full control effect; nearly all actives have a fitted effect of over 55% in size
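Readout was luciferase luminescence, measured 12 min after detection reagent at room temperature. Beforehand, GLP-1R reporter HEK293 cells had sat 12 h, then received compounds for 24 hr at 37 deg C.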
HEK293 tox – cytotoxicity in counter-screen for GLP-1R inverse agonists; AID 624418; Potency, µM (series often up to 38.3 µM), inactives show top-dose activity change, negative = inhibition, most hits filed as inhibitors; HEK293 cAMP-luciferase reporter cells, luminescence, 24 h; hit rate 0.13% among 410,000;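 note: loss of luciferase light is scored as toxicity; % is set by controls: 0 for no effect and ±100 for the full control effect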
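Step one: seed cells (200 cells/uL, DMEM with 10% Nu serum, 1% pen-strep). Step two: 12-hour incubation at 37 deg C. Step three: pin 23 nL compound, incubate 24 hr. Step four: add luciferase reagent, read luminescence 12 min later.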
TDP-43 yeast inh – TDP-43 toxicity inhibition in yeast | hit rate 1.8% among 410,000 | TDP-43 expressing yeast growth rescue, BacTiter-Glo, 24 h | Potency, µM (highest dose often 46.1 µM), for inactives: at the top dose growth rescue (activation), most hits filed as activators | AID 652104; note: % of control where 0% means no effect; nearly all actives have a fitted effect of over 50% in size
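Yeast expressing TDP-43 (pregrown in raffinose, seeded at OD600=0.02 in galactose medium) exposed to compounds 24 hr at 30 deg C. Growth read by BacTiter-Glo luminescence; rescue of toxicity appears as increased signal.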
HT1080 IDH1KD tx – toxicity to HT-1080 IDH1 knockdown cells (counter line); Potency, µM (top dose mostly 46.1 µM), inactives show top-dose activity, negative = toxicity, hits mostly cytotoxic; hit rate 2% among 360,000; HT-1080 IDH1 knockdown viability, ATP luminescence, 48 h; AID 686971;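 note: 0% = DMSO wells and -100% = cell-free medium wells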
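In this qHTS, HT-1080 cells depleted of IDH1 are exposed for 48 h at 37 °C to compound titrations. Toxicity is scored from CellTiter-Glo luminescence, with DMSO as full viability and medium alone as none.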
An asterisk follows results filed as active; ? = inconclusive; . = not tested or not shown; [ ] = another dose, or the depositor's remark. Calls come from the whole dose curve; as a rule, active = well fitted curve in the direction sought with a large enough effect; inconclusive = small, poorly fitted or top-dose-only effect, or another doubt; inactive = no such curve, though single readings can be large; an effect the other way counts as inactive or inconclusive. Potency is the fitted concentration of half-maximal effect.

SMILES	SW480 rerep	KB-3-1 cytotox	HT1080NT lethal	GLP-1R agonist	KB-V1 cytotox	GLP-1R inv ag	HEK293 tox	TDP-43 yeast inh	HT1080 IDH1KD tx
O=C1CC(Sc2cccs2)C(=O)N1c1ccccc1 (configuration not stated)	0.9%	14.7%	-13.6%	0.5%	2.4%	26.5%	16.1%	3.7%	-23.1%
COc1ccc([N+](=O)[O-])cc1N(CC(=O)NCCSc1ccccc1)S(C)(=O)=O	-20.1%	5.4%	-1.2%	-1.3%	20.5%	-0.8%	-3.5%	22.0%	16.1%
CN(C)S(=O)(=O)c1ccc(NC(=O)CN2CCC(Cc3ccccc3)CC2)cc1	5.0%	1.6%	-24.1%	9.8%	18.6%	?	5.1%	4.0%	-2.3%
CN(C(=O)CSc1nnc(-c2n[nH]c3ccccc23)o1)c1ccccc1	-8.6%	12.6%	-7.6%	15.5%	?	23.3%	-10.3%	-8.8%	-16.2%
CC(C)NS(=O)(=O)c1ccc(NC(=S)NC(=O)c2cccc([N+](=O)[O-])c2)cc1	6.7%	-1.4%	-0.7%	0.6%	?	9.6%	19.5%	-6.1%	-1.5%
CN(Cc1ccccc1)S(=O)(=O)c1ccc(OCC(=O)N2CCC(C(N)=O)CC2)cc1	0.9%	0.0%	0.0%	14.8%	0.7%	6.2%	-6.3%	17.9%	0.1%
N#CC1=C(SCC(=O)NC2CCCCC2)NC(=O)CC1c1ccco1 (configuration not stated)	22.2%	14.6µM*	5.2%	-3.0%	-13.8%	0.0%	?	-22.5%	8.5%
COC(=O)C1=CN(C)C=C(C(=O)OC)C1c1ccccc1Cl	2.9%	2.7%	-1.4%	-8.8%	-10.4%	?	.	-6.4%	0.8%
CCCC1(CCC)NC(=O)N(CC(=O)Nc2ccc3c(c2)OCCO3)C1=O	0.1%	15.6%	15.1%	7.1%	5.8%	?	1.0%	-8.2%	12.2%
CCOC(=O)Nc1ccc2c(COC(=O)CNS(=O)(=O)c3cccc(Br)c3)cc(=O)oc2c1	3.8%	-4.4%	5.3%	-0.5%	15.3%	20.4%	-2.0%	-8.9%	-1.5%
CCN(CC)S(=O)(=O)c1ccc(Nc2nc3ccccc3n3nnnc23)cc1	15.4%	1.9%	-18.5%	5.7%	-19.4%	46.5%[activator]	1.7%	0.3%	-19.2%
COc1cccc2sc3ccc(C#CC4(O)CCCCC4)cc3c(=O)c12	9.1%	-0.1%	?	5.2%	-3.2%	?	?	15.8µM*	-27.0%
CCOc1ccc2oc(C(=O)N(C)CCc3ccc(OC)c(OC)c3)c(C)c2c1	-17.0%	-14.3%	1.9%	21.8%	-3.7%	65.3%[activator]	-11.4%	?	3.1%
CN(C)c1ccc(C2NCC(CCl)O2)cc1 (configuration not stated)	-5.9%	2.5%	11.4%	11.0%	-8.4%	11.8%	-8.4%	-6.0%	11.0%
CC(=O)N1N=C(c2ccccc2)OC12CCCC2	4.2%	8.2%	9.3%	-0.2%	?	10.6%	-7.2%	13.0%	9.5%

Two compounds picked at random from those above, as already listed:
SMILES	SW480 rerep	KB-3-1 cytotox	HT1080NT lethal	GLP-1R agonist	KB-V1 cytotox	GLP-1R inv ag	HEK293 tox	TDP-43 yeast inh	HT1080 IDH1KD tx
N#CC1=C(SCC(=O)NC2CCCCC2)NC(=O)CC1c1ccco1 (configuration not stated)	22.2%	14.6µM*	5.2%	-3.0%	-13.8%	0.0%	?	-22.5%	8.5%
CN(C)c1ccc(C2NCC(CCl)O2)cc1 (configuration not stated)	-5.9%	2.5%	11.4%	11.0%	-8.4%	11.8%	-8.4%	-6.0%	11.0%

Back to the main list, repeating the 6 entries before the break.
SMILES	SW480 rerep	KB-3-1 cytotox	HT1080NT lethal	GLP-1R agonist	KB-V1 cytotox	GLP-1R inv ag	HEK293 tox	TDP-43 yeast inh	HT1080 IDH1KD tx
CCOC(=O)Nc1ccc2c(COC(=O)CNS(=O)(=O)c3cccc(Br)c3)cc(=O)oc2c1	3.8%	-4.4%	5.3%	-0.5%	15.3%	20.4%	-2.0%	-8.9%	-1.5%
CCN(CC)S(=O)(=O)c1ccc(Nc2nc3ccccc3n3nnnc23)cc1	15.4%	1.9%	-18.5%	5.7%	-19.4%	46.5%[activator]	1.7%	0.3%	-19.2%
COc1cccc2sc3ccc(C#CC4(O)CCCCC4)cc3c(=O)c12	9.1%	-0.1%	?	5.2%	-3.2%	?	?	15.8µM*	-27.0%
CCOc1ccc2oc(C(=O)N(C)CCc3ccc(OC)c(OC)c3)c(C)c2c1	-17.0%	-14.3%	1.9%	21.8%	-3.7%	65.3%[activator]	-11.4%	?	3.1%
CN(C)c1ccc(C2NCC(CCl)O2)cc1 (configuration not stated)	-5.9%	2.5%	11.4%	11.0%	-8.4%	11.8%	-8.4%	-6.0%	11.0%
CC(=O)N1N=C(c2ccccc2)OC12CCCC2	4.2%	8.2%	9.3%	-0.2%	?	10.6%	-7.2%	13.0%	9.5%
O=C(c1ccc(N2C(=O)CCC2=O)cc1)N1CCN(c2ccccc2)CC1	-5.5%	3.3%	13.3%	3.6%	11.2%	10.6%	19.6%	-12.0%	1.4%
CCCCCC1C(=O)CCC1CC(=O)OC (configuration not stated)	-64.8%	0.0%	-2.8%	-4.4%	-11.2%	-24.1%	-5.9%	?	5.0%
Cc1ccccc1NC(=O)CC1SCCNC1=O (configuration not stated)	-3.6%	12.0%	24.2%	-1.6%	18.3%	8.7%	13.4%	22.9%	16.1%
O=C1NCCN(Cc2ccc(F)cc2)C1=O	.	9.3%	.	.	8.0%	1.0%	1.7%	-0.4%	.
Cc1ccc(NC(=O)CC2C(=O)N(Cc3ccccc3)C(=S)N2NC(=O)c2ccccc2)c(C)c1 (configuration not stated)	?	-18.8%	-16.6%	-7.2%	?	?	-13.3%	-12.8%	-23.1%
COC(=O)c1ccc(NCc2cc(O)ccc2O)cc1	?	0.6%	16.4µM*	3.1%	2.9%	?	?	1.9%	20.6µM*
CCN(Cc1ccccc1)S(=O)(=O)c1ccc(OC)cc1	-11.1%	8.0%	-1.9%	6.6%	0.0%	?	-17.7%	?	1.1%
O=C(NCCc1ccc(Cl)cc1)C(=O)NCC(c1cccs1)S(=O)(=O)c1ccccc1 (configuration not stated)	.	4.8%	.	.	7.0%	-1.5%	-17.0%	3.9%	.
Cc1ccc(NC(=O)NC2CCCCCCC2)c(C)c1	4.7%	14.4%	0.0%	-5.4%	17.5%	4.2%	-16.3%	20.1%	13.1%
CC(C)C(=O)Nc1ccc(NC(=O)c2cccc3c(Br)cccc23)cc1	9.1%	13.9%	18.2%	11.0%	0.0%	2.5%	-7.9%	-16.4%	22.0%
CC(CCc1ccccc1)NC(=O)CNc1cccc([N+](=O)[O-])c1 (configuration not stated)	-7.5%	-2.1%	-8.2%	9.5%	-29.9%	10µM*	-10.3%	-6.4%	-9.6%
COc1cc(-c2nnc(SCCOc3ccc(C)c(Cl)c3)o2)cc(OC)c1OC	.	-1.3%	.	.	9.1%	-22.7%	0.0%	-13.7%	.
COc1ccccc1/C=C/C(=O)Nc1ccc2c(c1)CCC2	-6.5%	-4.8%	-2.8%	-1.9%	-1.6%	?	-5.3%	-15.4%	-2.3%
COc1ccc(OC)c(C2=NS(=O)(=O)N(C)C(C(=O)NCc3ccco3)=C2)c1	-5.9%	13.7%	-3.2%	-4.1%	3.9%	12.5%	-12.1%	12.3%	-4.1%
c1ccc2c(c1)CNc1ccccc1C2	12.1%	11.9%	-9.1%	-3.2%	10.6%	1.3%	0.0%	9.3%	1.3%
Cc1ccc(NC(=O)N2CCC(c3nc4c(nnn4Cc4cccc(Cl)c4)c(=O)[nH]3)CC2)cc1	-8.5%	1.9%	?	4.4%	7.6%	4.3%	-22.3%	-11.1%	?
CNC(=O)N(O)C1N(/N=C/c2c(F)cccc2Cl)C(=S)SC1(C)C (configuration not stated)	-12.5%	8.0%	-3.3%	5.7%	-2.7%	?	-2.2%	9.5%	-9.4%
Cc1c(C#N)c(O)n(CCO)c(=O)c1N=Nc1ccccc1	21.8%	6.6%	7.3%	8.0%	6.1%	-17.0%	-15.7%	0.8%	10.4%
COCCNC(=O)C1CCCN(C(=O)c2ccc(SC(F)(F)F)cc2)CC1 (configuration not stated)	.	0.0%	5.1%	-5.5%	3.9%	10.3%	-3.1%	11.6%	15.5%
COc1ccc(CN(Cc2ccc(C(=O)O)cc2)C(=S)Nc2ccccc2Cl)cc1OC	0.4%	4.2%	-7.5%	10.8%	?	5.2%	0.4%	-12.1%[1.82 µM]	-16.2%
Cc1cccc(C)c1NC(=O)C1c2cccc[n+]2CC(=O)N1Cc1cccs1 (configuration not stated)	4.1%	1.6%	6.5%	-0.7%	?	-7.9%	-9.6%	11.4%	9.1%
Cc1ccc(C(=O)NCc2ccncc2)cc1S(=O)(=O)Nc1cccc(C)c1C	?	4.7%	-10.6%	0.4%	-11.9%	-30.1%	0.8%	0.7%	-4.7%
CCOC(=O)Cc1csc(NC(=O)CSc2nnc(-c3cccnc3)n2Cc2ccco2)n1	-3.5%	12.9%	14.2%	-9.1%	8.6%	-6.2%	9.2%	15.8%	4.4%
Oc1oc(-c2ccccc2)nc1C=NCc1ccncc1	-1.8%	9.9%	0.2%	4.2%	3.9%	0.0%	-4.2%	24.9%	-4.3%
COc1ccc(N2CCN(CCC3Oc4cc([N+](=O)[O-])ccc4NC3=O)CC2)cc1 (configuration not stated)	-12.7%[1.84 µM]	-15.6%	-18.3%	4.3%	-27.7%	?	-0.1%	.	-5.2%
